# Screening data: PubChem, Broad Institute
# RAD52 inh: RAD52 DNA annealing inhibitors, primary screen, biochemical, FRET, single point, set 2. DNA repair protein RAD52 homolog (Homo sapiens), P43351. recombinant RAD52 DNA annealing, FRET fluorescence. inhibition, % at 18.7 µM. actives 0.46% (n = 360,000);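 active = every replicate showing at least 50% inhibition; inconclusive = mean inhibition at least 50% but not in every replicate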
# Target sequence (P43351 whole entry, looked up): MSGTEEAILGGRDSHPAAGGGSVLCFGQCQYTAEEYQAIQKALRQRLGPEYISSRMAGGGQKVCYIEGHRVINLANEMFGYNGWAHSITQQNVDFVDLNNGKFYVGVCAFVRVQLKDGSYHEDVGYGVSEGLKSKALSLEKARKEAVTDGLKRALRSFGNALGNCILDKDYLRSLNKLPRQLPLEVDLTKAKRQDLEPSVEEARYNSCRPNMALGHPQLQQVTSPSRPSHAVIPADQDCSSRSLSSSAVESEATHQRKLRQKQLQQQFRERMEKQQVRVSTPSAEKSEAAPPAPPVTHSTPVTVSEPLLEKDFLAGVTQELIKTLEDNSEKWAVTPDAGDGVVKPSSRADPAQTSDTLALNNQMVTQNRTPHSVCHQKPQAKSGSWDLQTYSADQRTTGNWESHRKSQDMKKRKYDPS
# CFTR F508del cor: F508del CFTR correction, initial screen, CFBE line, single point; CFBE cells, YFP halide quenching; stimulated with forskolin plus potentiator P3; % fluorescence drop versus neutral controls; activity (quench increase), % at 7.58 µM; actives 0.36% (n = 350,000);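 active = mean added fluorescence quench of at least 8% versus neutral control, with both replicates also reaching 8%; inconclusive = only one of the mean or replicate conditions met; inactive = mean below 8% and not both replicates reaching 8%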;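 also: cells transiently co-express mutant CFTR-F508del with the halide-sensitive YFP; corrector assay measuring rescue of mutant channel to the surface after 24 h compound exposure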
# XiGFP reactiv: activators of inactive X chromosome reactivation, primary screen, imaging, XiGFP fibroblasts, GFP high-content imaging, set 2; XiGFP mouse fibroblasts, % GFP-positive cells imaging, 3 d; cells co-treated with 5-aza-dC sensitizer; scaled so ellipticine positive control = 100%; actives 0.055% (n = 360,000); AID 743238, 2013; activation, % at 7.58 µM;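 active = mean normalized replicate activation at least 10% and every replicate at or above 10%; inconclusive = only one of the two criteria met; inactive = mean below 10% and not all replicates reach 10%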;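 also: 0% = median of on-plate neutral control wells and 100% = ellipticine 6 µM median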
#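 Material: XiGFP fibroblasts, SV40-immortalized; Buffer or medium: DMEM containing 5-aza-dC; Compound dosing: single point; Times: 3 days compound exposure.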
# INS-1E GSIS act: GLuc luminescence reporter in INS-1E cells, primary screen for activators of glucose-dependent secretion of insulin. actives 0.61% (n = 370,000). INS-1E GLuc reporter insulin secretion, 2-3 h. activation, % at 16.6 µM;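 active = lowest replicate activation of at least 40%, so every replicate reaches that level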;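 also: 0% = median of neutral control wells and 100% = median of IBMX positive control wells; some compounds called inactive have numbers as strong as hits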
# DENV2 CPE: inhibitors of DENV2 cytopathic effect, primary screen, cell-based, plate reader, single concentration | DENV2-infected cells, cytopathic effect rescue | CPE inhibition, % at 9.99 µM | actives 1.7% (n = 350,000); in the data active = CPE inhibition above about 20%, passing the limit was not always enough; inconclusive = no clear call, values can overlap the other calls; tested in BHK-21 cells;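 also: 0% = median of neutral control wells and 100% = median of positive control wells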
# E-selectin induc: E-selectin induction in HUVECs, primary screen, imaging, HUVEC, immunofluorescence imaging, single point | P16581 | normalized: neutral wells 0, TNF-alpha wells 100 | activation, % at 7.58 µM | actives 0.37% (n = 260,000) | AID 686992, 2013;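 active = mean E-selectin-positive cell signal at least 10% of the positive control, reached in at least 60% of replicates, without over 20% cell loss; inconclusive = no rule given, readout overlaps actives, possibly toxicity-flagged; inactive = the rest, including those meeting only one limit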;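 also: in these data hits start at about 27%; measured in HUVEC primary endothelial cells; signal is the percent of cells scored E-selectin positive by PE staining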
#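 System: HUVEC / Compound: single concentration / Signal: immunofluorescence imaging / Read-out: percent E-selectin-positive cells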
# RAD54 branch: inhibitors of human RAD54 branch migration, primary screen, biochemical, fluorescence, single point; inhibition, % at 10.4 µM; DNA repair and recombination protein RAD54-like (Homo sapiens), Q92698; actives 0.14% (n = 360,000); RAD54 Holliday junction branch migration, FAM/BHQ fluorescence; AID 602329, 2012;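 active = mean normalized replicate activity at least 40 and at least half of replicates scoring 40 or more; inconclusive = only one of the two criteria met; inactive = mean below 40 and under half of replicates reaching 40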;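 also: 0% = median of neutral control wells and 100% = median of positive control wells; inhibitors cause a drop in the FAM fluorescence signal; in these data hits start at about 50%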
# CASP6 VEID inh: human caspase-6 inhibitors, primary screen, biochemical, VEID-R110 fluorescence, single point, set 2; P55212; purified caspase-6, Z-VEID-R110 cleavage fluorescence; inhibition, % at 12.5 µM; actives 0.53% (n = 350,000);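 active = mean inhibition across replicates at least about 35%, with every replicate also reaching that limit, limit read from the data; inconclusive = only one of the two criteria met; inactive = neither criterion met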;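 also: 0% = median of neutral control wells and 100% = no fluorescence left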
# Target sequence (P55212 24-179 limits assumed): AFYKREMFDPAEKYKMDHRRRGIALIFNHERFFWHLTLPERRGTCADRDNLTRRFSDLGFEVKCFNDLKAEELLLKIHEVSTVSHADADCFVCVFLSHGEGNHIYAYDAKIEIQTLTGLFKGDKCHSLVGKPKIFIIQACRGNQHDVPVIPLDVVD
# Target sequence (P55212 194-293 limits assumed): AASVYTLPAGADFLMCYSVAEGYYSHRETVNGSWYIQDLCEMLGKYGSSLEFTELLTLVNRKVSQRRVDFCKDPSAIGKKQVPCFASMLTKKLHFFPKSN
# * = called active by the depositor; ? = inconclusive; · = no result given.
# Start of the listing, in advance:
SMILES,RAD52 inh,CFTR F508del cor,XiGFP reactiv,INS-1E GSIS act,DENV2 CPE,E-selectin induc,RAD54 branch,CASP6 VEID inh
CCCN1Cc2cccc(C(=O)NCCc3cccc(C)c3)c2C1=O,-7,2.6,0.2,-27,6,-0.2,0,4
CCS(=O)(=O)N1[C@H](CO)[C@H](c2ccc(C#CC(C)C)cc2)[C@@H]1C#N,-6,-3.2,0.4,-2,6,-0.1,5,-3
CCOC(=O)c1cccc(NC(=O)CNC(=O)C2CCCCC2)c1,-19,-1.3,·,1,-8,·,2,1
CC(C)n1nnnc1C1c2ccccc2C(=O)N1CCc1c[nH]c2ccccc12 (stereo not given),-12,-2.7,0.1,-2,-4,0.2,·,-1
COC(=O)CNc1nc(Cl)nc(NC2CCCCC2)n1,-12,4.4,0.2,-8,12,·,11,1
CCC1C(=O)Nc2ccccc2N1C(=O)c1ccc(Cl)nc1 (stereo not given),-8,-2.7,0.1,-12,6,0.0,·,-2
COc1ccc(NC(=O)N(C)C[C@H]2Oc3ccc(NC(=O)Nc4ccc(F)cc4)cc3CC(=O)N([C@H](C)CO)C[C@H]2C)cc1,5,-0.6,-0.3,2,9,-0.2,7,0
O=C(O)CCc1nc2cc(Cl)ccc2n(Cc2ccccc2)c1=O,-35,-1.5,0.3,39,-7,·,·,4
Fc1ccc(NC(=S)Nc2nccs2)cc1,-11,-4.5,0.0,-8,1,·,·,8
COc1ccccc1NC(=O)C1CCCN(C(=O)NCc2ccccc2)C1 (stereo not given),-7,-2.2,0.1,-4,3,-0.1,-2,-1

# The listing, previewed entries included:
SMILES,RAD52 inh,CFTR F508del cor,XiGFP reactiv,INS-1E GSIS act,DENV2 CPE,E-selectin induc,RAD54 branch,CASP6 VEID inh
CCCN1Cc2cccc(C(=O)NCCc3cccc(C)c3)c2C1=O,-7,2.6,0.2,-27,6,-0.2,0,4
CCS(=O)(=O)N1[C@H](CO)[C@H](c2ccc(C#CC(C)C)cc2)[C@@H]1C#N,-6,-3.2,0.4,-2,6,-0.1,5,-3
CCOC(=O)c1cccc(NC(=O)CNC(=O)C2CCCCC2)c1,-19,-1.3,·,1,-8,·,2,1
CC(C)n1nnnc1C1c2ccccc2C(=O)N1CCc1c[nH]c2ccccc12 (stereo not given),-12,-2.7,0.1,-2,-4,0.2,·,-1
COC(=O)CNc1nc(Cl)nc(NC2CCCCC2)n1,-12,4.4,0.2,-8,12,·,11,1
CCC1C(=O)Nc2ccccc2N1C(=O)c1ccc(Cl)nc1 (stereo not given),-8,-2.7,0.1,-12,6,0.0,·,-2
COc1ccc(NC(=O)N(C)C[C@H]2Oc3ccc(NC(=O)Nc4ccc(F)cc4)cc3CC(=O)N([C@H](C)CO)C[C@H]2C)cc1,5,-0.6,-0.3,2,9,-0.2,7,0
O=C(O)CCc1nc2cc(Cl)ccc2n(Cc2ccccc2)c1=O,-35,-1.5,0.3,39,-7,·,·,4
Fc1ccc(NC(=S)Nc2nccs2)cc1,-11,-4.5,0.0,-8,1,·,·,8
COc1ccccc1NC(=O)C1CCCN(C(=O)NCc2ccccc2)C1 (stereo not given),-7,-2.2,0.1,-4,3,-0.1,-2,-1
Nc1[nH]c(C(=O)c2ccccc2)c(-c2ccccc2Cl)c1C(=O)NCCc1c[nH]c2ccccc12,-5,-1.9,0.4,-4,5,-0.1,·,5
O=[N+]([O-])c1ccc(O)c(CSc2nnnn2-c2ccccc2)c1,-3,1.1,0.1,-37,-5,·,-2,-1
CN(CC(=O)Nc1ccc(Cl)cc1)C(=O)CCC1CCCC1,-4,2.4,-0.1,-1,1,0.2,0,2
CCOc1ccccc1N(C(=O)c1snc(C(N)=O)c1N)C(C(=O)NCC1CCCO1)c1ccc2ncccc2c1 (stereo not given),-13,4.7,0.5,5,2,·,7,-2
COc1cccc(/C=C/c2[nH]c(=O)[nH]c(=O)c2[N+](=O)[O-])c1O,-13,-0.4,0.1,5,0,-0.1,·,26
O=C(COC(=O)c1ccccc1)NC(=O)NC1CCCC1,-2,-3.5,0.1,8,6,-0.1,·,2
O=C(Nc1c(C(=O)N2CCCCC2)cnn1-c1ccccc1)c1ccccc1,-12,-1.1,0.0,·,11,1.5,-4,0
CC(C)(C)OC(=O)N1Cc2ccccc2C[C@H]1C(=O)NCC(=O)NCC1CCCO1 (stereo not given in full),-16,-0.5,-0.1,7,9,·,8,-6
CNC[C@H]1Oc2c(NC(=O)C3CC3)cccc2C(=O)N([C@@H](C)CO)C[C@@H]1C,0,1.4,0.1,11,9,0.2,-5,1
CN(C)c1ccc(-c2ccnc3c2CC(C)(C(=O)Nc2cccc(Oc4ccccc4)c2)O3)cc1 (stereo not given),-13,-3.0,-0.1,11,?,0.0,-8,-2
COC(=O)C[C@@H]1CC[C@@H]2[C@H](COC[C@H](O)CN2S(=O)(=O)c2cn(C)cn2)O1,·,0.3,0.2,3,-6,0.1,-10,·
CSc1ccccc1NC(=O)Nc1ccccc1Cl,-10,-1.0,0.1,13,4,·,-2,1
O=C(Nc1ccc2c(c1)OCO2)N[C@@H]1CC[C@H](CC(=O)N2CCN(c3ccccc3)CC2)O[C@@H]1CO,-3,-1.7,0.2,6,-1,0.4,10,-2
O=C(NCc1ccccc1)C(CCc1ccccc1)n1c(=O)c(-c2cc3ccccc3[nH]2)nc2ccccc21 (stereo not given),-19,2.3,0.0,11,-8,0.7,·,-1
COc1ccc(NC(=O)c2nc(C)c(C3(C)CC(c4ccccc4)=NO3)s2)cc1 (stereo not given),-11,14*,0.2,-4,-6,-0.2,3,-1
C[C@@H]1CN([C@H](C)CO)S(=O)(=O)c2ccc(C#C[C@@H](C)O)cc2O[C@H]1CN(C)C(=O)CC1CC1,4,-1.8,-0.2,4,-2,0.1,4,0
COCC(=O)N1CC2(C1)CN(Cc1cccc(F)c1)[C@H](CO)c1c2c2ccc(OC)cc2n1C,-28,-2.5,0.0,-2,1,0.5,·,1
CO[C@@H]1CN(C)C(=O)c2cc(NC(C)=O)ccc2OC[C@@H](C)N(Cc2cc(-c3ccccc3)on2)C[C@H]1C,-12,2.6,-0.1,-6,5,-0.1,1,1
COc1cccc(NC(=O)N2C[C@H](O)COC[C@@H]3O[C@@H](CC(=O)NCCCN4CCOCC4)CC[C@H]32)c1,·,-2.9,0.0,33,-1,0.0,-6,·
COc1cccc(NC(=O)c2cnn(-c3ccccc3)c2C)c1,-19,0.9,0.0,-13,-4,-0.1,-8,0
COC(=O)c1ccc(C(=S)NCC2(N(C)C)CCCCC2)cc1,-19,3.5,0.3,3,12,·,2,10
C[C@H](CO)N1C[C@H](C)[C@@H](CN(C)C)Oc2cc(C#Cc3ccccc3)ccc2S1(=O)=O,6,0.3,-0.1,-11,6,·,9,1
O=C(NCCc1ccc2c(c1)OCCO2)c1ccccc1F,-7,1.0,0.1,3,-12,·,·,0
CCOC(=O)Cn1c(-c2ccc(OC)cc2)c(-c2ccc(OC)cc2)nnc1=O,11,-1.7,0.0,·,7,0.4,2,1
Clc1ccc(Nc2nc(C3CC3)cs2)cc1,-13,2.3,0.1,10,11,0.0,-5,-1
C[C@@H](NC(=O)C[C@H]1CC[C@@H](NC(=O)C2CCOCC2)[C@@H](CO)O1)c1ccccc1,1,1.1,0.0,-10,-10,-0.2,4,-1
CCCNC(=O)[C@H]1[C@H](CO)[C@H]2Cn3c(ccc(C4=CCCC4)c3=O)[C@@H]1N2C(=O)CC1CC1,-14,-0.3,0.1,-6,?,0.0,1,-1
CC(C)(C)NC(=O)N1CCN(c2nc(-c3ccccc3)ns2)CC1,-25,2.6,7.8,-5,1,·,-4,-3
Cc1cc(C)c2cc3c(N)c(C(=O)N4CCc5ccccc5C4)sc3nc2c1,-46,0.2,·,2,0,·,-8,3
Cc1noc(C)c1NC(=O)Nc1ccc2c(c1)C(=O)N([C@@H](C)CO)C[C@@H](C)[C@@H](CN(C)S(=O)(=O)c1cn(C)cn1)OCCCC[C@H](C)O2,0,-0.8,-0.8,7,-1,-0.3,-6,0
O=C(NC1CCCCC1)c1cc(-c2cccc(Cl)c2)on1,1,-0.3,0.0,7,18,·,3,7
Cc1ccc(CNc2nc(C)c(C(=O)N(C)C)s2)cc1,-15,0.6,0.2,10,-5,0.5,-3,0
Cc1c(C(=O)N2CCOCC2)oc2ccc(Br)cc12,-5,0.7,0.0,20,-4,·,-21,-19
Cc1nn(C(C)C(=O)NC(C)CCc2ccccc2)c(=O)c2cc3occc3n12 (stereo not given),-12,0.7,0.2,-5,-6,·,2,5
Cc1cc(C)c(C)c(S(=O)(=O)Nc2cccc(-n3cnnn3)c2)c1C,-13,1.0,0.0,4,0,·,·,-1
CCC(=O)N1C[C@@H](C)[C@@H](OC)CN(C)C(=O)c2ccc(NC(=O)Nc3ccccc3)cc2OC[C@@H]1C,13,0.4,0.2,-7,4,-0.1,1,0
COc1ccccc1NC(=O)COc1ccc(Br)cc1CNCCCN1CCOCC1,0,3.6,0.3,-4,-5,1.5,·,-2
CCOC(=O)c1sc(=NC(=O)c2ccc(F)cc2)n(C)c1C,-7,-4.5,0.0,1,12,·,13,-1
N#Cc1nc(-c2ccccc2)oc1NCc1ccco1,-43,-3.4,-0.2,22,1,0.7,-6,1
CCCNC(=O)N1C[C@H](C)[C@H](OC)CN(C)C(=O)c2cc(NS(C)(=O)=O)ccc2OC[C@H]1C,2,2.3,-0.2,9,8,1.6,-5,-1
CN(C)C(=O)C[C@@H]1C=C[C@@H](NC(=O)c2ccc(F)cc2)[C@@H](CO)O1,3,1.9,0.2,-1,2,-0.2,5,1
C[C@@H]1CN([C@H](C)CO)S(=O)(=O)c2ccc(-c3cccc(C(=O)N(C)C)c3)cc2O[C@@H]1CN(C)C(=O)Nc1ccccc1,-18,0.6,-1.0,-14,-4,0.1,4,-3
CCCN(C)C[C@H]1OCCCC[C@H](C)Oc2ccc(NC(=O)Nc3cccc4ccccc34)cc2C(=O)N([C@@H](C)CO)C[C@H]1C,5,-0.5,1.0,6,0,-0.2,-9,-3
